Screens: PubChem, National Center for Advancing Translational Sciences (NCATS)
PI5P4Ka inh: PI5P4K alpha (human) kinase inhibition | actives 1.2% (n = 330,000) | AID 652105 | P48426 | max response, % | PI5P4Kalpha enzyme, ADP-Glo luminescence, 60 min; active compounds read low; active = max response of -50% or lower; inconclusive = between -30% and -50%; inactive = -30% or higher; note: value at the top dose of about 77 µM; % is set by controls: 0 for no effect and ±100 for the full control effect
Target sequence (P48426 whole entry, looked up): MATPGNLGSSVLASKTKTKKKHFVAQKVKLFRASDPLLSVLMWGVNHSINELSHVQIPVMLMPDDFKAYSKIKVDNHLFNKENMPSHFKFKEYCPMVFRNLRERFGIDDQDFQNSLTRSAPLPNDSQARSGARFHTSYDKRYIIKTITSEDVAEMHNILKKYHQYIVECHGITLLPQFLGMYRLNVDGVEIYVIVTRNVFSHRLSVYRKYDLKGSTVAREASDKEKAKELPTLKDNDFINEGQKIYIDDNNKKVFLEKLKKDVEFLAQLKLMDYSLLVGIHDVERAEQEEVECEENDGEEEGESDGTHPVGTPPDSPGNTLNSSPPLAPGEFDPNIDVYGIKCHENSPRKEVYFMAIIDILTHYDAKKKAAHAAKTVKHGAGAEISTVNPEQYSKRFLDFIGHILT
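Controls without substrate or without enzyme flank wells where PI5P4Kalpha converts substrate using 5 microM ATP (final). Incubation lasts 60 minutes at room temperature; ADP formed is read by ADP-Glo luminescence.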
WRN helicase inh: inhibitors of human WRN helicase; Q14191; WRN helicase unwinding, fluorescent forked duplex, kinetic; Potency, µM (top dose mostly 114 µM), without a hit: at the highest dose activity change, negative = inhibition, most hits filed as inhibitors; actives 0.46% (n = 360,000); AID 651768; note: potency is the fitted concentration of half-maximal effect; % is set by controls: 0 for no effect and ±100 for the full control effect; nearly all actives have a fitted effect of over 55% in size
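Enzyme (20 nM final) and test compound sit together 15 min at room temperature before substrate addition. Substrate is a single-forked duplex oligonucleotide (100 nM) labelled with fluorophore and quencher, with 2 mM ATP; helicase unwinding raises red fluorescence, read kinetically.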
DRD3 antagonist: blocks the human D3 dopamine receptor; D3R cells, DiscoveRx beta-arrestin luminescence, antagonist mode; active compounds read low; P35462; AID 652054; actives 2.5% (n = 360,000); max response, negative = inhibition, %; in the data active = max response below about -50%; inconclusive = no clear call, values can overlap the other calls; note: % is set by controls: 0 for no effect and ±100 for the full control effect; mostly tested at two doses, the higher about 12 µM
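Cells plated overnight at 1500 cells/well, then exposed to library compounds with dopamine controls for 90 minutes at 37 degrees C. DiscoveRx reagent added for 30–60 minutes at room temperature; luminescence read, quantitative HTS format.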
GLP1R ag: GLP-1 receptor (human) agonism. Potency, µM (doses to about 45.6 µM), inactives show at the top dose activation, most hits filed as activators. AID 624172. actives 0.007% (n = 380,000). HEK293 GLP-1R CRE-luciferase, luminescence, 4-6 h; cells express a hypersensitive GLP-1R form. P43220; note: potency is the fitted concentration of half-maximal effect; % of control where 0% means no effect
Target sequence (P43220 whole entry, looked up): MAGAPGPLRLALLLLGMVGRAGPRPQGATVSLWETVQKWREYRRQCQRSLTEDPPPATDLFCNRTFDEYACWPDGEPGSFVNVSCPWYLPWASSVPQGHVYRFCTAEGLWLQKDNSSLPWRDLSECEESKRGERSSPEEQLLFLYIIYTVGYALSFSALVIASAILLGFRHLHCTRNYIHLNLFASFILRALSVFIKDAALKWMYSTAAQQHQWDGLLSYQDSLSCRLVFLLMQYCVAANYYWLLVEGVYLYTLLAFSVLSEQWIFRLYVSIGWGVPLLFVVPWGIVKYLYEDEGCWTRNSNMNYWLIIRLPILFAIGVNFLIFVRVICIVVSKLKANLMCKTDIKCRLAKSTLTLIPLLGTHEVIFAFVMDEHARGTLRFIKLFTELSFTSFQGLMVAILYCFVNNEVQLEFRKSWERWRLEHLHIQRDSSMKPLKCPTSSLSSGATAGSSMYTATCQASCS
GLP-1R inv ag: GLP-1 receptor (human) inverse agonism. AID 624417. P43220. actives 1.6% (n = 410,000). Potency, µM (series often up to 38.3 µM), for the others: at the highest dose activity change, negative = inhibition, usual class: inhibitors. HEK293 GLP-1R CRE-luciferase, luminescence, 24 h; GLP-1R form is constitutively active; note: potency is the fitted concentration of half-maximal effect; % is set by controls: 0 for no effect and ±100 for the full control effect; nearly all actives have a fitted effect of over 55% in size
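Assay principle: reduced luminescence from a cAMP-responsive reporter in HEK293 cells co-expressing a constitutively active GLP-1R. Conditions: 24 hr compound incubation, 37 deg C, 5% CO2.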
D3 ag: agonists of human D3 dopamine receptor | D3R DiscoveRx beta-arrestin cells, luminescence, 90 min | actives 0.58% (n = 410,000) | max activation, %; in the data active = max activation above about 30%; note: 0% is about no effect; mostly tested at two doses, the higher about 12 µM
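Agonist-mode cell screen: cells plated at 1500/well and incubated overnight at 37 °C, then exposed to library compounds for 90 min at 37 °C. Detection reagent was added for 30–60 min at room temperature, and luminescence was read.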
IL2 activator: activates IL-2 in a cell-based reporter assay; actives 0.065% (n = 360,000); activation, % (series mostly up to about 46 µM); IL-2 activation reporter assay, cell-based qHTS; stimulated with anti-CD3/CD4/CD28 beads; in transgenic mouse T cells; in the data active = activation above about 50%; inconclusive = mostly about 30% to 49%; note: 0% is about no effect
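Unstimulated transgenic mouse T cells; 60-min compound exposure; bead-based TCR/CD4/CD28 stimulation; 18 h culture, 37 degrees C; dual fluorescence (EGFP, DsRed) plate cytometry.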
GLP1R cytotox: cytotoxicity counter-screen for GLP-1 receptor inverse agonists; actives 0.13% (n = 410,000); AID 624418; Potency, µM (top dose mostly 38.3 µM), without a hit: at the top dose activity change, negative = inhibition, most hits filed as inhibitors; HEK293 cAMP-luciferase reporter cells, luminescence, 24 h;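 note: loss of luciferase light is scored as toxicity; potency is the fitted concentration of half-maximal effect; % is set by controls: 0 for no effect and ±100 for the full control effect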
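Seeding density was 200 cells/uL; after overnight-length (12 h) culture, 23 nL compounds went on for 24 h at 37 °C. Readout used a luciferase detection reagent, luminescence taken after 12 min at room temperature.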
PLK1 PBD inh: inhibitors of human PLK1 polo-box domain binding | actives 2.8% (n = 360,000) | Potency, µM, without a hit: max response, negative = inhibition, hits mostly inhibitors | Plk1 PBD binding of FITC phosphopeptide, fluorescence polarization | P53350; note: potency is the fitted concentration of half-maximal effect; series mostly up to about 57 µM; % is set by controls: 0 for no effect and ±100 for the full control effect; nearly all actives have a fitted effect of over 65% in size
An asterisk follows results filed as active; ? = inconclusive; . = not tested or not shown; & = joins results of further samples; [ ] = remark or other dose. Unless noted, calls come from the whole dose curve; as a rule, active = well fitted curve in the direction sought with a large enough effect; inconclusive = small, poorly fitted or top-dose-only effect, or another doubt; inactive = no such curve, though single readings can be large; an effect the other way counts as inactive or inconclusive.

SMILES	PI5P4Ka inh	WRN helicase inh	DRD3 antagonist	GLP1R ag	GLP-1R inv ag	D3 ag	IL2 activator	GLP1R cytotox	PLK1 PBD inh
CN(C(=O)CC1C(=O)NCCN1C/C=C/c1ccccc1)C1CCOCC1 (stereo unspecified)	3	12%	-20	-1%	-6%[7.66 µM]	1	-1.2	0%[7.66 µM]	-11%
Cc1cc2nc(-c3ccc(F)cc3)c(Cc3ccccc3)n2c(C)c1Br	6	2%	9	1%	?	4	-0.2	2%	2%
COc1ccccc1-c1ccc(SCC(=O)NCc2ccc3c(c2)OCO3)nn1	3	-32%	-8	7%	?	-4	-1.6	18%	-13%
Cc1cc(C)cc(N(CC(=O)N2CCC(C)CC2)S(=O)(=O)c2ccccc2)c1	.	-12%	-3	10%	0%	4	-4.3	-10%	3%
N#Cc1cc(N2CCCCC2)c([N+](=O)[O-])cc1C#N	1	4%	-9	0%	15%	-4	-3.3	1%	-13%
CCOc1ccc(/C=C/C(=O)C(C(N)=O)=C2SCCS2)cc1	4	4%	-9	-40%	2%	-1	0.2	11%	-6%
O=C(CC(c1ccccc1)c1ccccc1)OCn1nnc2ccccc2c1=O	-1	-14%	-8	-6%	?	1	0.2	-2%	-3%
O=C(COC(=O)c1cc(S(=O)(=O)N2CCOCC2)ccc1O)Nc1cc(S(=O)(=O)N2CCCC2)ccc1Cl	-12	-17%	-24	1%	14%	-27	-2.0	7%	-6%
COc1cc(C2=NOC(C(=O)NC3CCCCC3)C2)cc(OC)c1OC (stereo unspecified)	.	-1%	27	-12%	3%	3	-2.4	1%	-10%
COc1ccccc1CNC(=O)Cn1ccsc1=N	-3	-2%	25	-6%	7%	-14	-1.7	-19%	-1%
COc1ccccc1/C=C/C=N/NC(=O)CN1CCN(Cc2ccccc2)CC1	-4	-2%	-18	3%	-32%	-18	-4.1	-19%	2%
Cc1cccc(NC(=O)CSc2ccc(-c3cccs3)nn2)c1C	0	1%	10	7%	7%	10	3.0	-3%	0%
C=CCNc1nc2ccccc2c(=O)[nH]1	2	8%	3	8%	-11%	-4	-0.6	-5%	-10%
Cc1ccc(C(=O)NCCCN2CCOCC2)cc1S(=O)(=O)N1CCOCC1	3	-3%	6	25%	2%	1	1.3	1%	0%
O=C1CC(=C2c3ccccc3-c3ccccc32)C(=O)N1CCN1CCN(c2cccc(Cl)c2)CC1	0	-11%	-4	3%	0%	13	-2.7	-3%	-4%
CC1CCc2sc3nc(NCc4ccco4)n4ncnc4c3c2C1 (stereo unspecified)	1	-18%	0	25%	-21%	7	0.5	11%	-11%
CCOC(=O)c1cnc(-c2ccccc2)nc1N1CCOCC1	-3	-5%	1	18%	-12%	-2	-3.3	-13%	2%
O=C(NCc1ccncc1)C(=O)NCC(c1ccco1)N1CCN(c2ccccc2F)CC1 (stereo unspecified)	-5	3%	-6	1%	-18%	6	-3.4	6%	-7%
CCN1C(=O)C2(/C(=C(\O)c3ccc4c(c3)OCCO4)C(=O)C(=O)N2CCCOC)c2ccccc21 (stereo unspecified)	2	2%	-10	9%	7%	0	0.4	11%	-6%
O=C(Nc1ccc(C(=O)N2CCCC2)cc1)Nc1ccc(Cl)cc1Cl	-7	7%	-24	6%	6%	-3	-3.2	12%	-10%

Looked up one by one from the list above:
SMILES	PI5P4Ka inh	WRN helicase inh	DRD3 antagonist	GLP1R ag	GLP-1R inv ag	D3 ag	IL2 activator	GLP1R cytotox	PLK1 PBD inh
Cc1ccc(C(=O)NCCCN2CCOCC2)cc1S(=O)(=O)N1CCOCC1	3	-3%	6	25%	2%	1	1.3	1%	0%
N#Cc1cc(N2CCCCC2)c([N+](=O)[O-])cc1C#N	1	4%	-9	0%	15%	-4	-3.3	1%	-13%
CCN1C(=O)C2(/C(=C(\O)c3ccc4c(c3)OCCO4)C(=O)C(=O)N2CCCOC)c2ccccc21 (stereo unspecified)	2	2%	-10	9%	7%	0	0.4	11%	-6%

Following part:
SMILES	PI5P4Ka inh	WRN helicase inh	DRD3 antagonist	GLP1R ag	GLP-1R inv ag	D3 ag	IL2 activator	GLP1R cytotox	PLK1 PBD inh
CCOC(=O)c1n[nH]n(-c2cc(Cl)cc(Cl)c2)c1=O	33	-21%	7	-17%	-9%	8	2.0	2%	-4%
COc1ccccc1/C=N/NC(=O)C(C)Cn1cnc2ccccc21 (stereo unspecified)	6	-2%	-3	10%	10%	7	1.5	5%	-9%
O=C(OCC1OC2C(Oc3nc(=O)ccn32)C1O)c1ccccc1 (stereo unspecified)	-1	-6%	1	4%	10%	-7	2.6	63%[activator]	-8%
COc1ccc(OC(=O)/C=C/c2ccc([N+](=O)[O-])cc2)cc1	-9	15%	6	7%	21%	5	-0.1	-1%	-17%
Cc1cccc(C(=O)OCC(=O)NCc2ccc3c(c2)OCO3)c1C	7	-4%	5	22%	-21%	1	1.7	-30%	-3%
COc1ccccc1N1CCN(C2CCCCC2NS(=O)(=O)c2ccc(Cl)cc2)CC1 (stereo unspecified)	-1	-11%	-28	-4%	?	-18	-5.2	-3%	?
CCOC(=O)c1cccc(NC(=O)C2CCCN(S(=O)(=O)c3ccc4c(c3)oc(=O)n4C)C2)c1 (stereo unspecified)	.	.	.	-1%	17%	-4	.	2%	.
CCOC(=O)c1c(C)oc2ccc(OC(=O)COc3c(F)c(F)c(F)c(F)c3F)cc12	6	-5%	6	7%	11%	3	0.6	5%	-4%
Cc1ccc(-c2nnn(CC(=O)N3CCCCC3)n2)cc1	5	-8%	12	1%	3%	-1	1.6	-2%	0%
CCOC(=O)C1=C(CN2c3ccccc3CC2C)NC(=O)NC1c1ccccc1 (stereo unspecified)	2	-14%	11	1%	?	8	-1.4	64%[activator]	-8%
O=C(Nc1ccc(-c2cccc(F)c2)cc1)C1CCCN(Cc2ccccn2)C1 (stereo unspecified)	-4	-14%	-28	12%	?	-47	-5.8	-30%	4%
COc1ccccc1CC(NC(C)=O)C(=O)NC1CCN(C(=O)c2ccc(C)cc2)CC1 (stereo unspecified)	7	-6%	5	0%	-2%	-1	-1.0	9%	2%
COc1ccc(C(=O)NN(C)c2nc(-c3ccccc3)cc(C)c2S(C)(=O)=O)cc1	1	-2%[57.1 µM]	1	-18%	?	-2	0.5	-6%	1%
C=CCSc1ncccc1C(=O)O	.	-1%[57.1 µM]	-14	-2%	8%	-7	-1.0	4%	2%
CN(Cc1cnn(-c2ccc(F)cc2)c1)C(=O)[C@H]1O[C@@H](n2cnc3c(N)ncnc32)[C@H](O)[C@@H]1O	-3	-10%	-18	7%	22%	-9	-0.9	6%	-10%
Cc1ccc(OCC(=O)NNC(=O)CSc2ncnc3sc(C)c(C)c23)cc1	-1	0%	2	1%	-12%	3	0.0	0%	-7%
Oc1ccc(/C=N/NC(=S)NC2CC3CCC2C3)cc1 (stereo unspecified)	1	-7%	4	?	?	3	-0.2	?	5%
O=C(NCc1cccc(C(F)(F)F)c1)C1CC2Cn3c(nc4ccccc43)C2N1Cc1ccccc1 (stereo unspecified)	11	0%	-19	-3%	-7%	15	-3.6	-27%	-6%
CCC1CN(C(=O)N2CCC(C(=O)NCc3ccco3)CC2)c2ccccc2O1 (stereo unspecified)	-1	4%[57.1 µM]	17	1%	18%&10%	24&14	-4.1	-2%&-7%	2%
Cc1ccc(-n2c(=S)[nH]c3c(oc4ccccc43)c2=O)cc1	1	-5%	?	-7%	2%	3	0.7	-14%	-14%
O=C(COC(=O)CNS(=O)(=O)c1ccc2ccccc2c1)Nc1ccccc1Sc1ccccc1	-3	-16%	-13	6%	2%	-1	-0.4	-2%	0%
CN(C)S(=O)(=O)n1cc(/C=C(\NC(=O)c2ccccc2Cl)C(=O)NCCN2CCOCC2)c2ccccc21	-1	7%[57.1 µM]	53	-2%	-30%	13	11	-17%	-1%
Cc1noc(C)c1CSc1nnc2scc(-c3ccccc3)n12	3	17%	-16	5%	36%[activator]	3	-2.3	0%	-2%
CCOC(=O)c1ccc2c(c1)N(Cc1cccc([N+](=O)[O-])c1)C(=O)c1ccccc1S2	.	.	.	-6%	16%	-6	.	1%	.
O=C(Nc1nnc(S(=O)(=O)N2CCCCC2)s1)c1cccc(Br)c1	-8	-6%	25	-6%	-15%	0	-2.1	-9%	-21%
COc1ccc(/C=C2/C(=N)N3N=C(CC(=O)N4CCCC4)SC3=NC2=O)cc1OC	-10	-9%	-1	-3%	6%	-3	0.0	-29%	-7%
COC(=O)C1=C(C)N(c2ccccc2)C(=S)NC1c1ccccc1C(F)(F)F (stereo unspecified)	2	-10%	4	-2%	?	0	0.1	?	-7%
CCOc1ccc(NC(=O)c2ccc(NC(=O)COC(=O)Cc3ccc(OC)cc3)cc2)cc1	-8	-19%	-13	3%	31%[activator]	-6	1.8	11%	-4%
c1cn(-c2ncnc3sc4c(c23)CCCC4)cn1	-10	-19%	5	-21%	5%	0	-2.8	-9%	3%
Cc1cccc(NC(=O)c2ccc(S(=O)(=O)N(C)C)cc2)n1	-8	-19%	13	6%	0%	1	-0.1	-9%	0%
Cc1ccc(S(=O)(=O)Cn2nnnc2C(C(C)C)N2CCc3ccccc3C2)cc1 (stereo unspecified)	.	-18%	-8	10%	-26%	-15	2.5	2%	?
CC(C)(C)c1ccc(C(=O)NCCCNC(=O)c2cccnc2)cc1	0	5%	21	6%	-38%	1	-0.6	-14%	2%
OC(CN1CCOCC1)CN1CCOCC1	-5	11%	0	-13%	-2%	-5	0.0	-5%	-2%
Cc1onc(-c2ccccc2)c1C(=O)N1CCN(Cc2ccccc2)CC1	2	1%	0	-6%	19%	-1	-0.4	5%	-5%
C=C1C2(C(=O)Nc3ccc(SC(F)F)cc3)CCC(C2)C1(C)C (stereo unspecified)	3	8%	-2	-5%	?	4	0.9	-6%	-4%
CC(C)(C)n1ncc2c(=O)n(CC(=O)N3CCc4ccccc43)cnc21	8	0%	26	-16%	-18%	3	-0.1	-12%	-3%
